EBI2 block – blocks human EBI2 receptor beta-arrestin signaling | P32249 | EBI2 beta-arrestin recruitment, luminescence, 7a,25-OHC stimulated | inhibition, % at 5 µM | 360,000 compounds, 0.81% hits | AID 651636; in the data active = inhibition above about 38%;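 note: enzyme fragment complementation signal reports receptor beta-arrestin coupling in cells; 0% = agonist plus DMSO wells and 100% = wells without agonist; some results beyond the cut were filed as inactive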
Target sequence (P32249 whole entry, looked up, the tested form may be a part): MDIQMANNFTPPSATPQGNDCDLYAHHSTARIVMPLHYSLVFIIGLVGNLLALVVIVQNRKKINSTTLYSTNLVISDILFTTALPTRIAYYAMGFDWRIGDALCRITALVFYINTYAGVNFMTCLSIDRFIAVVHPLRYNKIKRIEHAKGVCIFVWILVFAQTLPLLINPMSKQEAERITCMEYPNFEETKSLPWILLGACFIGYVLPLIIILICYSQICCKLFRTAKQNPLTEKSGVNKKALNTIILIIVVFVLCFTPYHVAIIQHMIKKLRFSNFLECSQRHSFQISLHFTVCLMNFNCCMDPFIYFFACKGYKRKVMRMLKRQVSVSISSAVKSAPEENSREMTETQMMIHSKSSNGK
CXCR6 block – CXCR6 (human) receptor inhibition | CHO-K1 PathHunter CXCR6 beta-arrestin, luminescence | inhibition, % at 20 µM | O00574 | 360,000 compounds, 0.36% hits | AID 602244; in the data active = inhibition above about 34%, passing the limit was not always enough;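 note: antagonist mode with CXCL16 agonist at 10 nM final; 0% = 10 nM CXCL16 with DMSO and 100% = unstimulated wells without agonist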
Target sequence (O00574 whole entry, looked up): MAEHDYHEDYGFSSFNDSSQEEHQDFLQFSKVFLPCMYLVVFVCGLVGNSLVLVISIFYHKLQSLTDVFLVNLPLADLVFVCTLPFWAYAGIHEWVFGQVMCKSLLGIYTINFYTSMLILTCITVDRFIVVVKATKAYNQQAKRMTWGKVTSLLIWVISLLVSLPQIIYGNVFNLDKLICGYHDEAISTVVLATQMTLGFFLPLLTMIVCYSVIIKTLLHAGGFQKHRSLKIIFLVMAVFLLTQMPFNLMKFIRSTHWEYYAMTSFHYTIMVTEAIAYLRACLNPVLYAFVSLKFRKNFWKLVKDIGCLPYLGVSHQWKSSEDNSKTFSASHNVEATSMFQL
Gli-Sufu antag – Gli-Sufu pathway antagonism; inhibition, % at 5 µM; AID 588413; 340,000 compounds, 0.74% hits; Sufu-KO-LIGHT fibroblasts, Gli luciferase reporter luminescence;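 active = inhibition above about 55%, limit read from the data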;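 note: 0% = DMSO-treated cells and 100% = wells with medium but no cells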
UBC13 polyUb – inhibitors of human UBC13 polyubiquitin chain formation. 330,000 compounds, 0.47% hits. inhibition, % at 20 µM. P61088. TR-FRET; in the data active = inhibition above about 45%, passing the limit was not always enough
Target sequence (P61088 whole entry, looked up): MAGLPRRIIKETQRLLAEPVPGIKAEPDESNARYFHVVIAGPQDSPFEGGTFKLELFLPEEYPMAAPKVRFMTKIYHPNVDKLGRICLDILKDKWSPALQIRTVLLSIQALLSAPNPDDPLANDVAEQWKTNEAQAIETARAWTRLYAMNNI
697 NFkB inh – inhibitors of the PMA/ionomycin-induced NF-kB reporter in 697 B cells; 697 B-cell NF-kB luciferase reporter, 16 h; inhibition, % at 4 µM; 330,000 compounds, 0.33% hits; in the data active = inhibition above about 35%
CCR6 antag – antagonists of human CCR6 receptor; P51684; CHO-K1 CCR6 PathHunter beta-arrestin, luminescence, CCL20-stimulated; inhibition, % at 20 µM; 340,000 compounds, 0.49% hits; AID 493098;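 active = compounds whose inhibition of the agonist-driven luminescence signal at 20 µM reaches about 50%, limit read from the data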;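 note: cells stimulated with CCL20 at 14 nM final; plate controls were DMSO with CCL20 for no effect and DMSO without agonist for full effect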
Jurkat NFkB inh – lowers PMA/ionomycin-induced NF-kB signal in Jurkat cells; PMA/ionomycin-induced NF-kB luciferase reporter, luminescence; inhibition, % at 4 µM; 330,000 compounds, 0.53% hits; AID 435003; in the data active = inhibition above about 50%
APJ antagonist – antagonists of human APJ apelin receptor | 330,000 compounds, 0.32% hits | inhibition, % at 20 µM | AID 2521 | CHO-K1 APJ beta-arrestin complementation, luminescence | P35414;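 active = inhibition above about 40% at 20 µM, limit read from the data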;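 note: cells challenged with 10 nM apelin-13 agonist together with compound; plate controls were apelin-13 plus DMSO wells for no effect and DMSO wells lacking apelin-13 for full effect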
Numbers without * were called inactive; nt = not tested or not shown. Outcome played no part in choosing rows; overall some 3% were active at least once.

Codes: A = EBI2 block; B = CXCR6 block; C = Gli-Sufu antag; D = UBC13 polyUb; E = 697 NFkB inh; F = CCR6 antag; G = Jurkat NFkB inh; H = APJ antagonist
O=[N+]([O-])c1ccc(SCCO)nc1SCCO
  A: -8	B: -5	C: 3	D: -5	E: 9	F: 14	G: -9	H: -4
Cc1cc(C)c(C(=O)COC(=O)c2c(C)noc2C)cc1C
  A: 8	B: 7	C: 1	D: -2	E: -8	F: 21	G: 0	H: -2
COc1cccc(C(=O)C2CCCN(Cc3cn(CC(N)=O)c4ccccc34)C2)c1 (centres undefined)
  A: 1	B: 10	C: 14	D: 5	E: 14	F: 8	G: -13	H: 14
COc1cc(Nc2nc3c(N)cc(C(F)(F)F)cc3nc2-c2ccccc2)cc(OC)c1OC
  A: 11	B: 16	C: 5	D: nt	E: nt	F: -1	G: nt	H: nt
O=C(COC(=O)c1ccc(Br)o1)Nc1cccc(S(=O)(=O)N2CCOCC2)c1
  A: -1	B: -7	C: 7	D: 15	E: 23	F: 8	G: -4	H: 6
O=C(NNC(=S)NC(=O)c1cccc([N+](=O)[O-])c1)c1ccc(Br)cc1
  A: 0	B: 2	C: 8	D: -19	E: 7	F: 31	G: -12	H: 22
O=C1CC(SC(=Nc2ccccc2)Nc2ccccc2)C(=O)N1c1ccc(Cl)cc1 (centres undefined)
  A: 5	B: 2	C: 16	D: 1	E: 4	F: 20	G: 2	H: 9
COc1ccc(/C=N/N=C/c2c[nH]c(=O)c(C#N)c2Nc2ccccc2)cc1
  A: 90*	B: -3	C: -2	D: -11	E: -19	F: 12	G: 3	H: -21
Cc1cc(=O)[nH]c(N2CCN(Cc3ccccc3)CC2)n1
  A: -8	B: 5	C: 3	D: 7	E: 18	F: -11	G: 4	H: -10
COC(=O)CCC(=O)OC1(C)C(=O)C=C2C=C(C3CC3)N(c3cccc(C#N)c3)C=C2C1=O (centres undefined)
  A: -9	B: -16	C: -9	D: -31	E: -12	F: 11	G: -14	H: -13
Cc1cnc(NC(=O)Cc2ccccc2Cl)s1
  A: 16	B: -11	C: -14	D: -2	E: -10	F: 1	G: 0	H: 5
O=C(N1CCCCC1)N1CCN(C(c2ccccc2)c2ccccc2)CC1
  A: 4	B: 6	C: -1	D: -1	E: -24	F: 4	G: -6	H: 7
COc1ccc(Cn2c(C)nnc2-c2cnn(C)c2N)cc1
  A: -3	B: 2	C: 8	D: 1	E: 19	F: 0	G: -26	H: -9
O=C(COC(=O)C1=Cc2ccccc2OC1)NCc1ccccc1
  A: -11	B: -1	C: -3	D: -6	E: -7	F: 9	G: 1	H: -1
Cc1ccc(S(=O)(=O)Oc2ccc(/C=C(/NC(=O)c3ccccc3)C(=O)NCCCC(=O)O)cc2)cc1
  A: 4	B: 5	C: 3	D: -12	E: 3	F: 6	G: 1	H: 6
Clc1ccc(OCc2nc(-c3ccncc3)no2)c(Br)c1
  A: -1	B: 0	C: -102	D: 7	E: -196	F: 7	G: -166	H: 7
COc1ccc(NC(=O)c2cccc([N+](=O)[O-])c2)cc1
  A: -7	B: -7	C: -31	D: 4	E: -10	F: 3	G: -29	H: -4
COc1ccc(C(C(=O)NCC2CCCO2)N(Cc2ccccc2)C(=O)CNC(=O)c2ccco2)cc1OC (centres undefined)
  A: -4	B: 2	C: 4	D: -3	E: -16	F: 0	G: -14	H: 4
N#Cc1ccc(-c2ccc(OCC(=O)NCC(=O)Nc3ccc(F)c(F)c3F)cc2)cc1
  A: 7	B: -8	C: -9	D: 17	E: 13	F: -4	G: 7	H: 2
CC(C)Cn1c(N)c(C(=O)CSc2nnc(C3CC3)n2C2CC2)c(=O)n(C)c1=O
  A: 4	B: -2	C: -6	D: -1	E: -3	F: -7	G: 1	H: 14
O=C(NN1CCOCC1)c1sc2cccc(F)c2c1Cl
  A: -4	B: -5	C: 0	D: 1	E: 10	F: 0	G: -2	H: -2
O=C(CSc1cc(Cl)ccc1Cl)NC1CCCc2ccccc21 (centres undefined)
  A: 17	B: 11	C: 3	D: -7	E: -27	F: 16	G: -14	H: -10
O=S(=O)(NC1=NCCCCC1)c1ccccc1Cl
  A: 4	B: 5	C: 0	D: 8	E: -11	F: 0	G: -2	H: -21
C/C(CC(=O)Nc1ccc(Cl)c(Cl)c1)=N\NC(N)=S
  A: 3	B: -16	C: 15	D: -7	E: 16	F: -1	G: -12	H: 3
O=C(NCc1ccccc1Cl)c1cc(C(=O)C2CC2)c[nH]1
  A: -5	B: -4	C: 18	D: 3	E: -8	F: 1	G: -4	H: 22
Cc1csc(=O)n1CCC(=O)OC(C)C(=O)Nc1ccc(N2CCOCC2)cc1 (centres undefined)
  A: 2	B: -11	C: -8	D: -1	E: 7	F: 12	G: -2	H: 19
COc1ccc(CC(=O)NC(C)CCc2ccccc2)cc1 (centres undefined)
  A: -7	B: 10	C: 3	D: -3	E: -1	F: 8	G: 8	H: -11
COc1ccc(NC(=O)CN2CCC(Cc3ccccc3)CC2)cc1S(=O)(=O)N1CCOCC1
  A: 9	B: 4	C: 24	D: 1	E: 6	F: 12	G: 20	H: -12
COc1ccc2occ(C(=O)c3ccc(N=C(C)N(C)C)cc3)c2c1
  A: 14	B: -7	C: -14	D: 18	E: -86	F: -7	G: -44	H: 18
CC1=CN2C(=NC(=O)CC2(C)C(=O)N(CC(=O)NC2CCCC2)Cc2ccccc2)C=C1 (centres undefined)
  A: -4	B: 4	C: -11	D: 16	E: 21	F: 0	G: -2	H: 3
C=CCN(c1ccccc1C(=O)O)S(=O)(=O)c1ccc(C)cc1
  A: 6	B: -3	C: 2	D: 5	E: 28	F: 5	G: -1	H: 15
CCn1c(CC(=O)Nc2ccccc2)nnc1SCC(=O)Nc1ccccc1C(=O)OC
  A: 4	B: -6	C: 10	D: 13	E: 14	F: -6	G: -4	H: 13
OCCOc1ccc(CN2CCN(CCCc3ccccc3)C(CCO)C2)cc1 (centres undefined)
  A: -7	B: -1	C: 10	D: -11	E: 6	F: 1	G: -4	H: -12
COc1ccc(-c2csc(NC(C)c3nc4cc(Cl)c(Cl)cc4n3CCCO)n2)cc1 (centres undefined)
  A: -7	B: 6	C: 24	D: 5	E: -3	F: 10	G: 13	H: 1
Cc1ccc(S(=O)(=O)Oc2ccccc2/C=N/NC(=O)c2c(Cl)cnn2C)cc1
  A: 5	B: 10	C: 5	D: 2	E: -9	F: 13	G: -1	H: 6
Cc1ccc(CNC(=O)CN(C)S(=O)(=O)c2ccc3c(c2)n(C)c(=O)c(=O)n3C)cc1
  A: 7	B: -2	C: -7	D: -5	E: -10	F: 7	G: -1	H: 18
COc1ccc(CC(=O)NCc2ccccc2)cc1OC
  A: 2	B: -4	C: -5	D: 2	E: -25	F: -2	G: -14	H: 6
Cc1cc(Nc2ccccc2)n2nc(C)c(-c3ccccc3)c2n1
  A: 13	B: 1	C: -10	D: 11	E: -20	F: 28	G: 5	H: 26
O=C(NCc1ccco1)/C(=C/c1ccccc1F)NC(=O)c1ccccc1
  A: 13	B: -4	C: -11	D: -14	E: -12	F: 14	G: 8	H: -14
O=c1c2ccccc2c2ccccc2c(=O)n1CC1CCCO1 (centres undefined)
  A: 4	B: -2	C: 2	D: 4	E: 21	F: 21	G: 4	H: 10

More compounds.
Below each compound: EBI2 block, CXCR6 block, Gli-Sufu antag, UBC13 polyUb, 697 NFkB inh, CCR6 antag, Jurkat NFkB inh, APJ antagonist
CN(C)c1nc(-c2ccccc2)c2cc(Cl)ccc2n1
  -21, -8, -1, 23, 5, 10, 10, 1
COc1cc(NC(=O)COC(=O)CNS(=O)(=O)c2ccc(F)c(F)c2F)cc(OC)c1
  -6, -6, -3, 6, 10, 33, 15, -5
COc1ccc(/C=C/C(=O)NC(=S)NN2CCCCC2c2cccnc2)cc1 (centres undefined)
  -13, -10, 50, 2, 4, 10, -1, 12
CO[C@@]1(NC(=O)CSCC#N)C(=O)N2C(C(=O)O)=C(CSc3nnnn3C)CS[C@@H]21
  -3, -2, -2, -14, -5, 1, -6, 7
CCN(CC)C(=O)Cn1cc(C(=O)C(=O)NCCCn2ccnc2)c2ccccc21
  -3, -3, 0, -7, -15, -13, 3, 21
NS(=O)(=O)c1ccc(NC(=S)N2CCN(Cc3ccc(Cl)c(Cl)c3)CC2)cc1
  1, -14, 11, 13, 5, 9, 0, -2
CCOC(=O)N1CCN(C(=O)CCCN2C(=O)CSc3nc(C)cc(C)c32)CC1
  1, 1, 21, 18, 24, -15, -5, 11
CCN(C(=O)c1ccc(Br)o1)C1CCS(=O)(=O)C1 (centres undefined)
  3, -8, -5, -3, 4, 3, 7, 20
O=C(CN(c1ccccc1)S(=O)(=O)c1ccc(Cl)cc1)Nc1cccnc1
  -1, 0, 1, -2, 9, 9, 17, 17
O=C(NCCC1=CCCCC1)C1CC(=O)N(C2CCCCCC2)C1 (centres undefined)
  4, 2, -6, 1, 20, 20, -1, 15
CC(C)CCNC(=O)c1cn(C)c2ccc(S(=O)(=O)N3CCCC3)cc2c1=O
  14, 0, 3, 0, 9, 3, 9, 12
O=C(N1CCOCCOc2ccccc2OCCOCC1)C(F)(F)F
  10, -1, -3, 1, 8, 2, -1, 14
Cc1ccc(NCc2n[nH]c(=S)n2-c2ccccc2)c(C)c1
  -4, -9, 0, 2, -16, -4, -9, 4
Cc1ccc(/C=C(\C#N)C(=O)NC(C)C)o1
  2, 5, -20, 12, 20, 8, -7, -3
O=C(CCc1c[nH]c2ccccc12)NC(Cc1c[nH]c2ccccc12)C(=O)O (centres undefined)
  -14, -2, 11, 0, 1, -1, -2, -6
CC1CCCCN1C(=O)c1ccc(S(=O)(=O)N2CCCCC2C)cc1 (centres undefined)
  2, 1, 12, -7, -5, -25, 6, -2
Cc1ccc2c(c1)c1c(n2CC(O)Cn2nc(C)c(Br)c2C)CCCC1 (centres undefined)
  5, -17, 8, -6, -26, -9, 0, -11
O=C(Cn1c(=O)oc2ccccc21)Nc1ccccc1N1CCOCC1
  1, 4, 4, 3, 9, 5, -2, 1

High-throughput results deposited in PubChem BioAssay by Sanford-Burnham Center for Chemical Genomics.
